Compound activity from PubChem BioAssay.
CRFR2-BP antag: CRF-BP/CRF-R2 complex antagonism. HEK293 CRF-R2/CRF-BP, CRF-induced calcium fluorescence. inhibition, % at 11.8 µM. actives 0.59% (n = 350,000). AID 588475;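 active = inhibition of the ligand-induced calcium signal above about 50% at the single tested concentration, limit read from the data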
CHRM4 PAM: CHRM4 positive allosteric modulation; P08173; CHO-K1 hM4/Gqi5, Fluo-8 calcium fluorescence, ACh EC20; 0% = ACh EC20, 100% = maximal ACh; activation, % at 3 µM; actives 0.4% (n = 360,000); AID 624126;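 active = activation above its plate's cutoff, the mean activation of sample wells plus 3 SD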; also: some results filed as inactive read as strong as hits
CHRM5 antagonist: antagonists of human muscarinic M5 receptor (CHRM5) | actives 0.59% (n = 360,000) | CHO-hM5 cells, Fluo-8 calcium fluorescence, ACh EC80 | AID 624040 | inhibition, % at 3 µM;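 active = inhibition above a per-plate cutoff, the mean of that plate's test compounds plus 3 SD, cut at about 27% in these data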;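 also: 0% = acetylcholine EC80 with DMSO and 100% = DMSO without agonist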
CHRM4 agonist: CHRM4 agonism in calcium assay; P08173; CHO-K1 hM4/Gqi5, Fluo-8 calcium fluorescence; vehicle 0%, full acetylcholine response 100%; activation, % at 3 µM; actives 0.14% (n = 360,000);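 active = activation above the run mean over all test wells plus 3 SD, cut at about 32% in these data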;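 also: peak over basal fluorescence ratio per well then scaled between controls; 0% = DMSO wells and 100% = acetylcholine at EC100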
CHRM5 PAM: CHRM5 positive allosteric modulation; P08912; CHO-K1 hM5, Fluo-8 calcium, ACh EC20 PAM; 0% = ACh EC20, 100% = ACh EC100; activation, % at 3 µM; actives 0.3% (n = 360,000);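 active = activation above the run cutoff, the mean activation of all test compounds plus 3 SD, cut at about 18% in these data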
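system = human M5 receptor in CHO-K1 cells | compound = one concentration, 3 µM final (nominal) | schedule = Post-acetylcholine fluorescence recording 140 s | signal = Fluo-8 calcium dye fluorescence, kinetic read | benchmarks = low control EC20 acetylcholine (0%), high control EC100 acetylcholine (100%) | repeats = singlicate, one well per test compound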
M5 ag: agonists of human muscarinic M5 receptor (CHRM5) | actives 0.19% (n = 360,000) | P08912 | AID 624037 | CHO-K1 hM5 cells, Fluo-8 calcium fluorescence; 0% DMSO wells, 100% maximal acetylcholine response | activation, % at 3 µM;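 active = activation above the run's mean over test compounds plus 3 SD, cut at about 23% in these data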;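 also: signal is peak over basal fluorescence ratio across the kinetic read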
IDE cell inh: inhibitors of human insulin-degrading enzyme in cells | HEK cells, FAbetaB cleavage, fluorescence polarization | actives 0.41% (n = 320,000) | AID 434962 | P14735 | inhibition, % at 5.59 µM;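 active = percent inhibition above the average of all tested compounds plus 3 SD, set per screening campaign, cut at about 16% in these data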;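 also: IDE supplied by intact live HEK cells; FP after avidin binding of uncleaved biotin substrate so inhibition keeps polarization high; 0% = DMSO wells and 100% = 60 µM reference IDE inhibitor Ii1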
Target sequence (P14735 whole entry, looked up): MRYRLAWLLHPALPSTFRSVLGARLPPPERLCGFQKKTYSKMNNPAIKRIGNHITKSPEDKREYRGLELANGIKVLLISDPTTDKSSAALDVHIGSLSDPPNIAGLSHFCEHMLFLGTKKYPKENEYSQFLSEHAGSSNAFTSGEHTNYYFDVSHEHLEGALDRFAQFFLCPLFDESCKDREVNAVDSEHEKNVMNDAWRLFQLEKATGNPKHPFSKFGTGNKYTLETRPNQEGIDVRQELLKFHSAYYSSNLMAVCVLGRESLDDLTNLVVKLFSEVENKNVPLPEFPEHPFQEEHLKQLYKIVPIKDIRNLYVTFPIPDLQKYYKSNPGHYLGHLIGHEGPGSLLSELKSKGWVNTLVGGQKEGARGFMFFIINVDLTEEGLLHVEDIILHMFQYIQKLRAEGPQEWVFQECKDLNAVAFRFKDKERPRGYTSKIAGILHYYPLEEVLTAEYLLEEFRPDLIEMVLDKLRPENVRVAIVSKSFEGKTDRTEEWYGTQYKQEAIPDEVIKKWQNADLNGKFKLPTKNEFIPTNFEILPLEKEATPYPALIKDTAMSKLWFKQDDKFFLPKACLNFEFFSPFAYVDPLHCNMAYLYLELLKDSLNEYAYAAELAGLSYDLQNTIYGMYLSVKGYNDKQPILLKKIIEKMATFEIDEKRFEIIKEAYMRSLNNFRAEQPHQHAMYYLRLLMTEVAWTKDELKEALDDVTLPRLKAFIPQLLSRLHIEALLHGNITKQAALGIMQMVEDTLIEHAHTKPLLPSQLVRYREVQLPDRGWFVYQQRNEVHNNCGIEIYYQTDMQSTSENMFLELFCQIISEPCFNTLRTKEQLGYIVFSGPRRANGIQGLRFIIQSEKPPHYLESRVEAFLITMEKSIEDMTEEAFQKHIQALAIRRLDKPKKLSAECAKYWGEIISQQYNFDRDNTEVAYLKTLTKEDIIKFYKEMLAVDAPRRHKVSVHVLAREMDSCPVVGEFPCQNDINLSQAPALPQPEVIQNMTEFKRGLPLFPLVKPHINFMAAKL
CHRM4 antagonist: CHRM4 antagonism in calcium assay; inhibition, % at 3 µM; CHO-hM4 cells, ACh EC80, Fluo-8 calcium fluorescence; actives 0.73% (n = 360,000); AID 624125;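 active = inhibition above its plate's cutoff, the mean inhibition of sample wells plus 3 SD, cut at about 27% in these data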;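 also: 0% = acetylcholine EC80 with DMSO and 100% = DMSO without agonist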
CRFR2-BP ag: agonists of human CRF-binding protein/CRF-R2 receptor complex. HEK293 CRF-R2/CRF-BP, calcium dye fluorescence (FLIPR); percent of saturating CRF peptide response. activation, % at 13.2 µM. actives 0.46% (n = 350,000);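 active = activation of at least 50%, plus an integration ratio under a set limit after plate pattern correction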;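 also: plate controls were neutral control wells without compound for no effect and CRF at EC100 for full effect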
Active calls of the source: *; x = no result given.

SMILES	CRFR2-BP antag	CHRM4 PAM	CHRM5 antagonist	CHRM4 agonist	CHRM5 PAM	M5 ag	IDE cell inh	CHRM4 antagonist	CRFR2-BP ag
O=c1c2ccccc2sc2ccc(NCCCN3CCOCC3)cc12	-100	0	18	33*	-10	18	5	-15	102*
O=C(COC(=O)/C=C/c1ccc(F)cc1)Nc1ccccc1-c1ccccc1	-26	1	1	0	-1	-2	2	1	7.2
COc1ccc(C(=O)C2CCCN(S(=O)(=O)N(C)C)C2)c(C)c1 (stereo not given)	1	-6	3	1	-3	1	8	-3	-0.1
CCOC(=O)CNC(=O)Cc1ccc(OC)cc1	5	-2	12	1	-2	0	-2	-6	-0.6
O=C(NCCc1ccc(Cl)cc1)c1cc2ccccn2n1	2	1	-3	4	6	2	2	-7	-2.2
CC(=O)N1CCN(c2ccccc2NC(=O)COc2cc(C)cc(C)c2)CC1	-11	-4	3	7	-1	0	-8	-1	-0.7
CCc1nc2cc([N+](=O)[O-])c([N+](=O)[O-])cc2[nH]1	12	-7	-2	2	-4	3	0	4	-0.2
CC1CCCN(C(=O)c2cc(-c3ccco3)nc3ccccc23)C1 (stereo not given)	-1	7	3	5	-1	3	-8	-9	-0.4
CCN1CCN(CCCNC(=O)c2ccc(CS(=O)c3ccc(Br)cc3)o2)CC1 (stereo not given)	8	6	7	1	-4	-6	2	-6	3.4
CC1(C)NC(=O)N(CC(=O)OCC(=O)c2ccc(F)cc2)C1=O	3	11	-3	2	8	2	2	-8	-0.9

Some of the entries so far, as labelled records:
CCN1CCN(CCCNC(=O)c2ccc(CS(=O)c3ccc(Br)cc3)o2)CC1 (stereo not given)
  CRFR2-BP antag = 8
  CHRM4 PAM = 6
  CHRM5 antagonist = 7
  CHRM4 agonist = 1
  CHRM5 PAM = -4
  M5 ag = -6
  IDE cell inh = 2
  CHRM4 antagonist = -6
  CRFR2-BP ag = 3.4

CC1(C)NC(=O)N(CC(=O)OCC(=O)c2ccc(F)cc2)C1=O
  CRFR2-BP antag = 3
  CHRM4 PAM = 11
  CHRM5 antagonist = -3
  CHRM4 agonist = 2
  CHRM5 PAM = 8
  M5 ag = 2
  IDE cell inh = 2
  CHRM4 antagonist = -8
  CRFR2-BP ag = -0.9

Fetched by structure from the entries so far, 2 records:
SMILES	CRFR2-BP antag	CHRM4 PAM	CHRM5 antagonist	CHRM4 agonist	CHRM5 PAM	M5 ag	IDE cell inh	CHRM4 antagonist	CRFR2-BP ag
CCc1nc2cc([N+](=O)[O-])c([N+](=O)[O-])cc2[nH]1	12	-7	-2	2	-4	3	0	4	-0.2
CCOC(=O)CNC(=O)Cc1ccc(OC)cc1	5	-2	12	1	-2	0	-2	-6	-0.6

(list continues)
SMILES	CRFR2-BP antag	CHRM4 PAM	CHRM5 antagonist	CHRM4 agonist	CHRM5 PAM	M5 ag	IDE cell inh	CHRM4 antagonist	CRFR2-BP ag
NS(=O)(=O)c1ccc(CCNC(=O)c2cccnc2)cc1	8	0	5	0	-3	-2	6	-1	-0.5
CCc1n[nH]c(=S)n1/N=C/c1ccc(-c2ccc(Br)cc2)o1	6	-3	12	-1	-3	-2	4	-3	0.6
Cc1cc(C(=O)Nc2ccccc2[N+](=O)[O-])cs1	-1	5	-24	0	17	3	-3	-8	-1.8
S=C(NCc1cccnc1)Nc1ccc(Cl)c(Cl)c1	13	-7	10	25	-15	12	-2	6	-2.4
CC1(C(=O)Nc2ccc3c(c2)OCCO3)CCC(=O)N1CCOc1ccccc1 (stereo not given)	x	0	-7	1	6	4	x	6	x
O=C(CCC1CCCC1)Nc1ccc(Br)cn1	-10	1	5	-1	-7	-8	-3	-1	-1.0
C[C@H](NC(=O)c1ncn2c1C(=O)NC[C@H]2C)c1ccccc1	-2	7	1	1	0	0	x	-1	-0.5
CCN(CC)CCOC(=O)c1ccc(NC(=O)c2cccc(C)c2[N+](=O)[O-])cc1	8	0	-3	1	0	-3	-2	-2	-1.1
COc1cc2nc(NCCCN3CCN(C)CC3)n3nc(-c4ccccc4)nc3c2cc1OC	9	0	-3	1	11	-8	1	-3	-5.0
CC(O)c1cccc(-c2ccc(CN3C[C@]4(CO)O[C@@H](CO)C[C@@H]4S3(=O)=O)cc2)c1 (stereo not given in full)	11	4	-4	2	1	0	x	-8	-1.1
Nc1nonc1C(=Nc1ccccc1)NO	-6	3	10	0	-4	0	-2	3	-3.5
Cc1cccc(NS(=O)(=O)c2ccc(C)c(C(=O)NNC(=O)c3csc(N4CCOCC4)n3)c2)c1	-13	6	7	1	1	1	x	-9	1.6
C(#CCN1CCOCC1)COCCCOC(c1ccccc1)c1ccccc1	18	-3	1	-1	-4	-3	1	12	-0.8
COc1ccc2nc(NC(=O)CSc3nnc(N)s3)sc2c1	-16	5	-4	1	6	2	1	-3	-0.2
CC1(C(=O)O)CCC(C(=O)Nc2ccc(Cl)c(Cl)c2)C1(C)C (stereo not given)	-6	0	2	2	9	3	x	-14	-0.8
Cc1cc(C)n(C(=O)CCCCCC(=O)n2nc(C)cc2C)n1	-3	8	-5	0	8	-9	2	-13	2.0
CN1CCN(c2ccc(C(F)(F)F)cc2NC(=O)c2ccco2)CC1	-7	-6	15	1	-6	-4	-2	4	2.6
NC(c1csc(NC(=O)Nc2ccc(OC(F)(F)F)cc2)n1)C1CCCCC1 (stereo not given)	x	2	4	13	2	3	x	1	x
O=C(C1=C[C@H](C2CCCCC2)C[C@H](OCc2ccc(CO)cc2)O1)N1CCN(Cc2ccc3c(c2)OCO3)CC1	35	-2	10	1	-13	1	7	-4	-2.6
CCn1cc(C(=O)N2CCN(c3ccccc3OC)CC2)c2cc(OC)c(OC)cc2c1=O	19	-21	-2	3	-2	4	9	9	0.3
COC(OC)C1(C)C(C#N)=C(N)Oc2c1c(=O)oc1ccccc21 (stereo not given)	4	1	18	2	-9	-2	-1	-6	-1.9
CCCCN(C(=O)C1CC(=O)N(c2ccc3c(c2)OCCO3)C1)c1c(N)n(CCC)c(=O)[nH]c1=O (stereo not given)	7	7	-1	0	3	1	-2	-8	-0.2
Cc1ccc(-n2cc(C(=O)c3ccccc3O)cn2)cc1	-37	0	3	0	-22	-6	6	4	1.8
O=C1CC(=C(c2ccccc2)c2ccccc2)C(=O)N1CCCCN1CCN(c2ccccc2)CC1	-1	-25	9	0	-20	-8	4	34*	-1.1
CN(C)c1ccc(C=NCC2COc3ccccc3O2)cc1 (stereo not given)	-2	2	9	0	-1	-2	9	2	-0.7
COc1ccc(Cn2cccc(NC(=O)Nc3ccc(C#N)cc3)c2=O)cc1	29	8	-6	4	-4	-1	2	-16	6.7
COC(=O)NNC(=O)C1CCC(C(=O)NNC(=O)OC)CC1 (stereo not given)	-25	8	-6	1	5	1	6	-1	3.9
Cc1cc(-c2cc(C(=O)Nc3ccccc3)on2)nc(NCC2CC2)n1	0	10	9	1	-3	0	0	-7	-1.2
O=C1CN(C(=O)CSc2nnc(C3CC3)n2-c2ccccc2)c2ccccc2N1	17	-3	1	0	-2	-1	-3	3	2.0
COc1ccc(C(=O)C(=O)N2CCC(Cc3ccccc3)CC2)cc1OC	x	7	8	8	-10	-1	x	12	x
CCCc1nc(SCC(=O)Nc2ccc(N3CCOCC3)cc2)c2ccccc2n1	-15	8	-6	2	4	2	4	4	-2.1
CCC(=O)N1c2ccc(S(=O)(=O)CCC(=O)N3CCN(c4ccccc4)CC3)cc2CC1C (stereo not given)	2	-8	4	4	-3	-3	8	3	-1.6
COc1ccc2nc(SCc3ccccc3)nc(C)c2c1	-6	-2	4	-1	0	0	3	0	-1.6
O=C1CCCC2=C1C(c1ccc(Cl)cc1)N1C(=O)CCSC1=N2 (stereo not given)	4	-8	5	1	-6	-1	10	3	10.0
Cc1ccc(S(=O)(=O)N2CCCCC2)cc1NC(=O)c1ccccn1	4	2	-5	2	5	-2	0	-2	-5.5
CCN(CC)CCNCC(=O)N1c2ccccc2CCc2ccc(NC(=O)OC)cc21	5	-13	8	1	-9	-8	3	-7	-0.6
O=C(CCc1ccc(S(=O)(=O)N2CCOCC2)cc1)Nc1ccc(F)cc1[N+](=O)[O-]	12	-2	4	5	12	-1	1	-8	-1.1
CSC1=N/C(=C\c2ccccc2C)C(=O)S1	8	-1	2	0	-3	-3	1	-6	0.9
COc1ccc(/C=N/NC(=O)CO/N=C(\C)c2cccs2)cc1	-3	6	-2	1	1	-4	2	-2	1.3
CCc1ccccc1NC(=O)N1CCCC(CCC(=O)N(C)CCc2ccccn2)C1 (stereo not given)	10	6	-10	2	8	-1	-1	-10	-0.9
COc1ccc(C)cc1NC(=O)CSc1nc2scc(C)c2c(=O)[nH]1	9	-8	15	9	-10	-5	-8	-8	1.4
Cc1ccc(SCC(=O)OCC(=O)N(C)C2CCS(=O)(=O)C2)cc1C (stereo not given)	-1	5	-1	2	5	3	-2	5	-0.2
OC1CSc2nc3ccccc3n2C1 (stereo not given)	-1	-7	2	1	4	-1	-3	6	0.6
O=C(CN1CCCC1)Nc1ccc(Oc2ccc(NC(=O)CN3CCCC3)cc2)cc1	-3	0	-13	1	2	-12	1	-11	8.3
Cc1cc(C(=O)Nc2sc3c(c2C#N)CCC(C)C3)no1 (stereo not given)	-7	4	-4	0	1	0	-4	3	-2.1
O=S(=O)(Cc1nnnn1-c1ccc(Br)cc1)c1ccccc1	20	-4	-2	1	1	-1	x	-5	3.3
Cc1cccc(N(C(=O)c2snc(C(N)=O)c2N)C(C(=O)NC2CCCC2)c2ccc(C)o2)c1 (stereo not given)	1	-5	4	1	0	0	-9	4	0.1
CCOC(=O)c1cc2c(c(CCO)n1)[C@@H](CCO)N(S(=O)C(C)(C)C)C2 (stereo not given in full)	8	1	4	1	0	3	x	-10	-3.0
CCOCCCNC(=O)CNC(=S)N(Cc1ccccc1F)C1CCCCC1	-6	1	-4	0	1	-5	-4	12	-0.6
CC(=O)Nc1cccc(C(=O)/C=C/c2ccc(F)cc2)c1	3	4	1	9	-3	3	-2	-5	-0.3

(next part)
SMILES	CRFR2-BP antag	CHRM4 PAM	CHRM5 antagonist	CHRM4 agonist	CHRM5 PAM	M5 ag	IDE cell inh	CHRM4 antagonist	CRFR2-BP ag
CCCn1c(NC(=O)c2ccc(F)cc2)nc2ccccc21	-8	1	2	1	2	-1	1	0	-0.4
COc1ccc(OC)c(NC(=O)c2cccc(C)c2[N+](=O)[O-])c1	14	8	-9	0	5	-3	1	-8	-2.1
CN1CCN(CC(O)COCc2ccc3c(c2)OCO3)CC1 (stereo not given)	10	-1	8	1	-6	-1	1	-3	-2.8
CCn1c(CCl)nc2cc(S(=O)(=O)N3CCOCC3)ccc21	17	8	2	2	-1	2	2	-8	1.0
Cc1ccc(C(CC(=O)N2CCCC2)c2ccccc2)c(O)c1 (stereo not given)	3	-8	11	14	-7	3	x	5	0.0
CN(C(=O)COC(=O)C1CCN(S(=O)(=O)c2ccc3c(c2)OCCO3)CC1)C1CCS(=O)(=O)C1 (stereo not given)	8	3	6	1	2	-7	-1	-3	1.8
CCc1ccccc1N(CC(=O)NC(C)(C)CC)C(=O)CCC(=O)Nc1nccs1	-3	-3	-2	0	5	5	0	3	-0.5
Cc1ccc(-c2noc(CSc3nnc(Cc4cccs4)n3-c3ccccc3)n2)cc1	17	-5	2	7	-7	1	3	-2	4.5
O=C(Nn1cnnc1)c1cc(Br)ccc1Cl	3	0	4	0	-5	1	5	3	-0.3
Cc1ccc(/C([O-])=C(/C(=S)NCCN2CCOCC2)[n+]2ccccc2)cc1[N+](=O)[O-]	14	3	6	1	-3	0	0	10	3.3
